Screens (PubChem)
NR5A2 inv ag: suppresses constitutive activity of human LRH-1. O00482. HEK293T StAR-luciferase reporter, LRH-1 transfected, 24 h. inhibition, % at 3.6 µM. 0.13% of 360,000 active;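 active means inhibition above the mean inhibition of all tested compounds plus 3 SD, cut at about 73% in these data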;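 further: 0% = DMSO wells and 100% = reporter-only cells lacking LRH-1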
TWEAK-Fn14 inh: inhibitors of TWEAK-Fn14 interaction signaling; TWEAK-stimulated Fn14 reporter cells, luciferase luminescence, 8 h; 2% of 360,000 active; inhibition, % at 10 µM; in the data active means inhibition above about 50%
TLR9-MyD88 inh: blocks human TLR9 binding to MyD88; CHO BLA complementation TLR9-MyD88, CCF4 FRET ratio; inhibition, % at 4.98 µM; 0.21% of 340,000 active; AID 504734;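 active means inhibition above the mean over all tested compounds plus 3 SD, cut at about 21% in these data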;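 further: 0% = DMSO only wells and 100% = clavulanate BLA inhibitor control wells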
SRC3 inh: human NCOA3 inhibition; Q9Y6Q9; HEK293 GAL4-SRC3 luciferase reporter, luminescence; inhibition, % at 3.6 µM; 0.17% of 360,000 active; AID 588352;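 active means inhibition above a per-campaign cutoff, the mean of all compounds plus 3 SD, cut at about 60% in these data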;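 further: 0% = DMSO-treated cells and 100% = gossypol-treated cells at 36 µM; higher means less SRC3-driven luciferase light from the GAL4 reporter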
Exocytosis inh: lytic granule exocytosis inhibition; TALL-104 LAMP-1 surface exposure, flow cytometry; cells stimulated with thapsigargin and PMA; inhibition, % at 10 µM; 0.66% of 360,000 active; AID 651702;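 active means inhibition above about 55%, limit read from the data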
TROY NFkB inh: TROY signaling inhibition. Q293 LMP1-TROYcd NF-kB luciferase reporter, 4 h. inhibition, % at 10 µM. 0.98% of 360,000 active;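 active means compounds whose plate-normalised and pattern-corrected inhibition of the luciferase reporter signal at the single screening dose is 50% or more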
ABHD5 PLIN5 PPI: blocks binding of human ABHD5 to perilipin-5. Q00G26+Q8WTS1. Split G. princeps luciferase complementation, luminescence, 4 h. inhibition, % at 4 µM. 0.78% of 360,000 active. AID 602281;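 active means inhibition above the mean inhibition across every tested compound plus 3 SD, cut at about 22% in these data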;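 further: 0% = DMSO only wells and the 100% control is not disclosed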
NCOA1 inh: inhibitors of human steroid receptor coactivator 1 (SRC1). 0.12% of 360,000 active. HEK293 GAL4-SRC1 luciferase reporter, luminescence. inhibition, % at 3.6 µM. Q15788;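 active means inhibition above the campaign mean plus 3 SD, with each screening campaign given its own cutoff, cut at about 60% in these data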;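 further: 0% = DMSO treated cells and 100% = gossypol at 36 µM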
SRC2 inh: inhibits human steroid receptor coactivator 2. Q15596. HEK293 GAL4-SRC2 luciferase reporter, luminescence. inhibition, % at 9 µM. 0.17% of 370,000 active. AID 651957;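 active means inhibition above the mean inhibition of all tested compounds plus 3 SD, set per campaign, cut at about 52% in these data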;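 further: 0% = DMSO treated cells and 100% = cells given Gossypol at 36 µM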
NOD2-RIPK2 inh: NOD2-RIPK2 protein interaction inhibition. 0.38% of 360,000 active. inhibition, % at 4.98 µM. CHO BLA complementation NOD2-RIPK2, CCF4 ratio; in the data active means inhibition above about 21%;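 further: 0% = vehicle only and 100% = reference blocker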
Target sequence (O43353 whole entry, looked up): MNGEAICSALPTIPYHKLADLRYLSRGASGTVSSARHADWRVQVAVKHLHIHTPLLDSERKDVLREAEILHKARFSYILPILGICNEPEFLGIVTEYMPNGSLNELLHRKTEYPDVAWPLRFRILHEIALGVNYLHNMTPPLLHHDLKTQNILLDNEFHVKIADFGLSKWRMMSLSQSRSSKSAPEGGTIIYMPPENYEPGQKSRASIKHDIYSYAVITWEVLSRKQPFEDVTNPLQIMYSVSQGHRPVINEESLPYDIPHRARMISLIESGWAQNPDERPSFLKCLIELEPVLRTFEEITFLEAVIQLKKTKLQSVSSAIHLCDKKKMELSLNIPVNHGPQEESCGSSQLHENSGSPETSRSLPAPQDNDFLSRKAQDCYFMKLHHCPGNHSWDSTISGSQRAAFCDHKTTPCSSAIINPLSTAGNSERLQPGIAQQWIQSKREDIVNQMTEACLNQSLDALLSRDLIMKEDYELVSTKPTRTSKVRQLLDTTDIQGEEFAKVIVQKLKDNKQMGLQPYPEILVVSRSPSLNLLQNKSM
COUP-TFII inh: inhibitors of human COUP-TFII (NR2F2); inhibition, % at 8.6 µM; HEK293T NGFI-A luciferase reporter, luminescence; 0.7% of 370,000 active;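 active means inhibition above a per-plate cutoff, mean inhibition of test wells between control levels plus 3 SD, cut at about 38% in these data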;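 further: cells cotransfected with COUP-TFII expression vector driving the NGFI-A reporter; 0% = median of COUP-TF2 test wells and 100% = reporter-only cells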
Target sequence (P24468 whole entry, looked up): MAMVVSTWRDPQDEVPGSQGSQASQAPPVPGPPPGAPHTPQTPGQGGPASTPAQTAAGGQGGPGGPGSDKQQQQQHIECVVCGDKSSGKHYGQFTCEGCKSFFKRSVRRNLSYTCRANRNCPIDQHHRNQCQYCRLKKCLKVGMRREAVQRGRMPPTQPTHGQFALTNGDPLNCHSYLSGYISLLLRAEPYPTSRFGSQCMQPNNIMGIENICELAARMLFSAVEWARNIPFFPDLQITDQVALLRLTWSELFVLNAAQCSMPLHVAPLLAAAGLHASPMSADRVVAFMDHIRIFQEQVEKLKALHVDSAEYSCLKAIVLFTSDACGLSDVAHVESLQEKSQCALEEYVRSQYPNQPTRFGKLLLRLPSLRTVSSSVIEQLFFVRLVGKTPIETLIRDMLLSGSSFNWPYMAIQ
Starred values were filed as active, the others as inactive; · = no result given. These rows are one share of the data, so the mix of outcomes need not match the whole.

mol	NR5A2 inv ag	TWEAK-Fn14 inh	TLR9-MyD88 inh	SRC3 inh	Exocytosis inh	TROY NFkB inh	ABHD5 PLIN5 PPI	NCOA1 inh	SRC2 inh	NOD2-RIPK2 inh	COUP-TFII inh
O=C(COC(=O)c1cc(S(=O)(=O)N2CCCCC2)ccc1Cl)NC1CCS(=O)(=O)C1 (stereo not given)	2	-7	-1	15	-2	-13	7	-12	-30	7	-9
O=C(c1cc(C(=O)NCCc2ccccc2)c(=O)n(CCc2ccccc2)c1)c1cc(Cl)ccc1O	6	66*	2	11	5	14	-2	4	3	-9	0
CCn1c(CNC(=O)c2ccc(Cl)cc2)nnc1SCC(=O)NC1=NCCS1	-10	19	5	7	-19	-1	-1	-2	-12	-1	13
Cc1c(NC(=O)CSc2nnc(-c3ccncc3)o2)c(=O)n(-c2ccccc2)n1C	-5	2	-3	18	-4	1	1	-21	15	3	2
COc1ccc(CC(=O)c2ccc(OC3OC(CO)C(O)C(O)C3O)cc2O)cc1 (stereo not given)	-28	8	-2	-43	-6	-9	7	-25	-43	-13	1
Cc1nn(C)c(Cl)c1CN1CCC(Oc2ccc(C(=O)N3CCCC3)cc2)CC1	14	7	-11	23	-2	9	-5	7	4	-5	6
O=C(Nc1cnccn1)Nc1cccc(Cl)c1Cl	-3	13	6	5	-3	-13	1	9	-4	0	1
CCc1c(C)sc(NC(=O)c2cccs2)c1C(N)=O	-100	-5	-1	-32	-4	-84	-9	-108	-36	5	-31
O=C(Cn1cnc2c(NCc3ccccc3)ncnc21)NCc1ccccn1	4	3	-11	1	19	-3	-1	-11	-21	7	0
CC(C)(C)CC(=O)O/N=C(\N)c1ccccn1	-156	61*	5	-74	-2	0	5	-91	-39	-1	-40
CC1CC(=O)Nc2ccccc2N1C(=O)CSc1ccc2ccccc2n1 (stereo not given)	9	8	4	3	-1	-5	4	-1	-31	-4	13
NCCCCCc1nnc(SC/C=C/c2ccccc2)o1	14	-7	0	-7	2	1	-5	0	-5	-1	16
Cc1ccc(C(=O)Nc2cc(Cl)ccc2Oc2ccccc2)cc1[N+](=O)[O-]	-6	-34	0	10	-7	2	5	11	-19	-14	-15
CCN(CC)CCn1c(=S)[nH]c2ncccc2c1=O	-13	12	-1	17	0	2	-4	-19	-12	-6	0
Cc1cc(-c2ccc(C)c(S(=O)(=O)N3CCN(c4ccccn4)CC3)c2)on1	5	4	1	12	28	21	8	13	-18	-5	-5
O=C(O)c1ccc(CSc2nnc(-c3ccccc3Cl)n2-c2ccccc2)cc1	-2	-21	-8	22	1	-36	-6	-8	-3	-11	-1
CCCC(O)(CCN1CCOCC1)c1ccc(Br)cc1 (stereo not given)	12	3	-3	9	-2	14	-3	6	-3	-3	-15
C#CCOCCOCCOCCNc1nc(N2CCN(C(=O)[C@H]([C@@H](C)CC)n3cc(CCC(=O)O)nn3)CC2)nc(N2CCN(C(=O)[C@H](C)n3cc(CCCN=C(N)N)nn3)CC2)n1	15	8	-8	-10	0	7	-7	1	-6	-11	9
O=C(Nc1cccc(-c2nn[nH]n2)c1)c1ccc(Cl)s1	13	6	-34	-25	0	1	0	-4	2	-3	1
Cc1ccc(N/C(N)=N/c2nc(C)cc(N3CCCCC3)n2)c(C)c1	20	5	3	25	10	61*	8	9	11	-4	47*
COc1ccccc1CCN1CCCC(CN(C)C(=O)c2ccc3nc[nH]c3c2)C1 (stereo not given)	12	-21	-3	10	1	17	0	0	0	-15	-24
Cn1[nH]cc(C=NC(N)=O)c1=O	11	3	-5	-4	4	4	6	5	4	0	13
Cc1noc(C)c1S(=O)(=O)Nc1ccc2c(c1)C(=O)N([C@H](C)CO)C[C@H](C)[C@@H](CN(C)C(=O)Nc1ccc3c(c1)OCO3)O2	-12	-42	-7	17	-3	-3	13	-7	-20	4	-14
CCCC(=O)N1CCN(c2nc(CC(C)C)c3c(c2C#N)CCC3)CC1	-12	2	-4	7	-1	17	-1	0	1	1	11
CN1CCc2c(sc3c2c(NCc2ccco2)nc2nnnn23)C1	-17	-6	-7	-13	8	6	8	-12	-6	-5	-4
CC(=O)c1cc(CN2CCC(N3CCC(C(=O)NC(C)C)CC3)CC2)cs1	5	3	-6	8	-2	1	-5	7	4	1	-5
CC(C)c1nnc(NC(=O)C2CCCN(C(=O)Nc3ccc(F)cc3)C2)s1 (stereo not given)	15	2	8	-6	-6	-7	-1	19	-24	-9	5
FC(F)(F)c1ccc(/C=N/n2c(C3CCCCC3)n[nH]c2=S)cc1	11	21	-8	10	-7	-9	0	22	10	1	-14
Cc1c(Cl)cccc1NC(=O)c1cccc(NC(=O)CCC(=O)O)c1	-1	-11	-3	10	0	-6	0	4	-50	-8	5
Cc1ccnc(NC(=O)CCC(=O)N(CC(=O)NCC2CCCO2)Cc2ccc(F)cc2)c1 (stereo not given)	-4	5	0	-1	1	8	-4	-11	-4	-11	0
Cc1cc(C(=O)Nc2ccc([N+](=O)[O-])cn2)cs1	-139	-2	2	-111	-3	-30	-1	-100	-21	1	-28
Cc1ccc2nc(N=C(N)N)nc(C)c2c1	6	-26	-4	18	0	0	3	5	-26	-3	10
COCCN(C(=O)CN1CCCc2ccccc21)c1c(N)n(Cc2ccccc2)c(=O)[nH]c1=O	10	-2	-5	-1	1	·	3	-45	17	-4	4
COc1ccc(NC(=O)Cn2nnc(C(=O)NCc3cccs3)c2N)cc1Cl	17	-14	0	15	-8	-7	1	-3	-20	1	15
C=C(C)c1cccc(C(C)(C)NC(=O)N2CCN(CC)CC2)c1	1	-1	-4	-4	3	0	1	14	-10	0	-13
Cc1ccccc1Nc1sc(C(=O)Nc2cccc(Cl)c2)c(N)c1C(N)=O	18	0	-5	17	-3	3	-1	-7	3	2	-1
Cc1cc(Br)ccc1NS(=O)(=O)c1c(C)[nH]c(=O)[nH]c1=O	11	-12	2	6	2	-7	3	3	3	-8	8
Cc1ccc2nc3c(cc(C(=O)NCc4ccccc4)c(=N)n3CCCn3ccnc3)c(=O)n2c1	5	-17	-7	-3	-1	-10	0	-10	-12	-9	0
CCN(CC)C(=O)C1CCCN(Cc2nc(-c3cnccn3)no2)C1 (stereo not given)	12	10	-11	-13	12	-11	-5	13	-2	2	7
COC(=O)C[C@H]1C=C[C@@H](NC(=O)C2CC2)[C@@H](CO)O1	10	·	·	·	-16	·	-7	·	9	-15	-18
CCCC(=O)OCCn1c(Br)nc2c1c(=O)[nH]c(=O)n2C	9	-6	0	13	-4	-22	9	2	-17	-3	0
COC(=O)c1sccc1NC(=O)c1ccc(OC)cc1	2	-36	2	-5	1	-31	-6	-24	-19	1	-15
CC(=O)N/C(=C/c1ccc2c(c1)OCO2)C(=O)NCCCO	6	3	3	-5	-3	-13	2	-16	-15	-4	-8
CCOCCCNC(=O)C1(O)c2ccccc2NC(=O)N1c1ccc(Cl)cc1 (stereo not given)	0	-7	4	-27	9	-50	3	-17	-4	-1	-33
COc1ccc(NC(=O)CSc2nnc(CNC(=O)c3ccco3)o2)c(OC)c1	34	4	4	-7	4	-3	3	-16	9	-4	12
c1ccc(Nc2cc(Nc3ccccc3)[nH]n2)cc1	5	28	-4	-4	14	-3	-28	-35	28	-1	3
O=C(c1ccc2c(c1)OCO2)N1CCN(c2ccccc2)CC1	-5	-6	-9	-9	-2	-23	-19	-6	-10	-7	15
Cc1nn(C)c(C)c1CNC(=O)Nc1cccc(Cl)c1	-87	-10	12	-41	1	-51	-4	-39	-44	-11	-34
CCOC(=O)c1ccc(NC(=O)NC2CCN(CC(=O)NCc3ccc4c(c3)OCO4)CC2)cc1	11	17	1	-8	3	-8	6	2	-40	0	14
COCCNC(=O)c1ccc(CS(=O)(=O)c2ccc(OC)cc2)o1	-18	23	0	7	5	1	0	0	-7	0	-10
COC(=O)Nc1nn(-c2ccc(C)cc2)c(=O)c(C#N)c1C	-11	14	-5	13	-1	2	-8	-7	-15	-11	15
CN1CCN(C(=O)/C(=C/c2ccc(N(C)C)cc2)NC(=O)c2ccccc2)CC1	5	1	6	-14	6	6	-6	10	-9	-7	8
COc1ccc(CC(=O)OCC(=O)NCc2ccc3c(c2)OCO3)cc1OC	-1	5	-9	14	3	-5	1	11	-16	-6	11
CC(Cl)C(=O)Nc1cc(C(F)(F)F)ccc1N1CCOCC1 (stereo not given)	-6	10	3	10	-2	7	5	6	-2	3	-6
CCCc1nn(C)c(C(=O)Nc2ccc(C(C)(C)C)cc2)c1Cl	17	5	-3	15	-2	-12	-6	8	-17	5	10
O=S(=O)(Nc1ccccc1)c1ccc2c(c1)CCO2	6	-3	·	21	-5	-29	1	6	12	-20	-16

Next section
mol	NR5A2 inv ag	TWEAK-Fn14 inh	TLR9-MyD88 inh	SRC3 inh	Exocytosis inh	TROY NFkB inh	ABHD5 PLIN5 PPI	NCOA1 inh	SRC2 inh	NOD2-RIPK2 inh	COUP-TFII inh
CCc1cccc(CC)c1NC(=O)c1cc(CN2C(=O)c3ccccc3C2=O)ccc1OC	-18	36	3	9	0	4	3	11	-11	7	21
CCN(CC)CCN(CC(=O)N(C1CCCCC1)C1CCCCC1)C(=O)c1ccco1	4	-11	-6	4	25	-12	3	-5	-23	2	15
O=C(CSc1ccc2ccccc2n1)NCCC1=CCCCC1	-12	-20	5	13	-1	-8	-5	-14	-20	5	20
NC(=O)NC(Cc1ccccc1)C(=O)N1CCN(S(=O)(=O)c2ccc(Cl)cc2)CC1 (stereo not given)	5	14	-13	8	-1	13	-12	5	4	-14	6
COc1cccc(-c2cnc(C(O)c3ccc(CN4CCCC4)cc3)[nH]2)c1 (stereo not given)	-16	-16	·	-5	-6	-12	1	8	-9	1	-21
Cc1nnc(NC(=O)CSc2nnc(CCNC(=O)c3ccccc3F)n2C)s1	13	22	6	9	-1	9	10	2	-8	-2	-5
CC(NC(=O)CN1C(=O)NC(C)(c2cccc3ccccc23)C1=O)c1ccccc1 (stereo not given)	1	0	-10	4	4	-6	6	12	-22	1	-4
CCCOc1ccc(N2C(=O)CC(S/C(N)=N/N=C(\C)c3cccs3)C2=O)cc1 (stereo not given)	25	5	4	2	-4	-8	-16	3	1	-5	-12
Cc1ccc(-c2nn(-c3cccc(F)c3)cc2CN(Cc2nccn2C)C(C)C)o1	-20	-1	-8	-4	22	10	9	-56	-40	4	-5
Cc1nn(Cc2ccc(F)cc2)c(C)c1NC(=O)CCCn1nc([N+](=O)[O-])cc1C	-9	9	1	-11	-1	-10	-3	-41	-27	-3	-2
COc1cc2ncnc(Nc3ccc4c(c3)OCO4)c2cc1OC	-6	-8	-1	-18	-4	-10	10	-25	-4	0	-14
CC(=O)c1ccc(N2CCN(C(=S)Nc3cc(C)ccc3C)CC2)cc1	8	-3	7	-8	7	-24	-1	1	-10	6	1
CCOC(=O)c1ccc(Oc2nc(NC(C)(C)C)nc(N(C)C)n2)cc1	-11	28	-4	1	7	24	-16	-39	19	-12	13
